Bioassay records (PubChem BioAssay)
ST2 inh: blocks human ST2 binding to IL-33; AlphaLISA ST2-Fc/biotin-IL-33 interaction, 1 h; inhibition, % for hits at 17 µM; 2.3% of 78,000 active; AID 1259354; in the data active means inhibition above about 30%; inconclusive means mostly about 10% to 28%
Target sequence (Q01638 whole entry, looked up): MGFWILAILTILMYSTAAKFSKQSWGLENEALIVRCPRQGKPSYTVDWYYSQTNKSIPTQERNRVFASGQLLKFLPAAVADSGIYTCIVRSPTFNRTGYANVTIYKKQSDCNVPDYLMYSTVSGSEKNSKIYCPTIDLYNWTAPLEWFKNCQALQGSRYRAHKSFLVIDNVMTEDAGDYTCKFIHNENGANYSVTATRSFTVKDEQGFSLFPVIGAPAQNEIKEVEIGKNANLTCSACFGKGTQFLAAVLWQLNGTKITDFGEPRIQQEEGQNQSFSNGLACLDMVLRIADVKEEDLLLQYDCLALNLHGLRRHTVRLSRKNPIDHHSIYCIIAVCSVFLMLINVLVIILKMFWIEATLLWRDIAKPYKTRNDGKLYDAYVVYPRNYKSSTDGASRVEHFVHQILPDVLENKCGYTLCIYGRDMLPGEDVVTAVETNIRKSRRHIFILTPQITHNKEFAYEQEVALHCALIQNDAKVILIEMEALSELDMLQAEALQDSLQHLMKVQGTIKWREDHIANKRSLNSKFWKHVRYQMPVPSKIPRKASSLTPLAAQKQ
Numbers without * were called inactive; i = inactive; ? = inconclusive. The list is partial; the hit share may differ from the screen's.

SMILES | ST2 inh
COc1ccc(NC(=O)N2Cc3[nH]cnc3C[C@H]2c2nc(-c3ccc(Cl)cc3)no2)cc1 | ?
COc1cccc(S(=O)(=O)NCCn2c(C(F)(F)F)nc3cccnc32)c1 | i
Cc1cc(-c2ccc(C(C)N3CCCCC3)cc2)cnc1N (stereo not given) | ?
O=[N+]([O-])c1cccc(-c2noc([C@@H]3C[C@@H](O)CN3Cc3ccccc3O)n2)c1 | ?
O=C(CSc1nc2c(c(=O)n1-c1ccc(Br)cc1)SCC2)c1ccccc1 | ?
CCCCN(C)C(=O)C1c2cc(OC)c(OC)cc2C(=O)N(C)C1c1ccccc1F (stereo not given) | i
Cc1c(Nc2ccc([N+](=O)[O-])ccc2=O)c(=O)n(-c2ccccc2)n1C | ?
O=C(O)c1cc(C2=CCCCC2)cc(S(=O)(=O)NCc2ccccn2)c1 | ?
COc1ccc(/C=C/c2nc3ccccc3c(=O)n2-c2ccc(OC)c(OC)c2)cc1 | ?
COc1ccc(C2NC(C(=O)O)CS2)cc1CSc1ccccn1 (stereo not given) | i
Cc1nn(C)cc1-c1ccnc(N(C)Cc2cccc(CN(C)C)c2)n1 | ?
Cc1ccc(CNC(=O)c2ccc3nc4ccc(Cl)cc4c(=O)n3c2)o1 | i
COc1ccc(N2C(=N)S/C(=C\c3ccccc3[N+](=O)[O-])C2=O)cc1 | 36%*
CC1=C(C(=O)OCc2ccccc2)C(c2ccc(Br)cc2)n2nnnc2N1 (stereo not given) | i
CC/C=C\CCc1c(-c2ccccc2)ncn1CC1CCN(C)C1 (stereo not given) | i
CC1=NN(c2ccc(Br)cc2)C(=O)/C1=C/c1ccc(-c2ccc3c(c2)C(=O)NC3=O)o1 | i
COc1cc(C(=O)n2nc(C)c(Sc3ccccc3[N+](=O)[O-])c2C)cc(OC)c1OC | ?
COc1cc(C=O)ccc1OCCOc1cccc(C(C)C)c1 | i
COc1ccccc1-c1cc2n(C)c(C)c(CCC(=O)Nc3ccc(F)cc3)c(=O)n2n1 | i
Cc1cc2ccccc2c(=O)n1CC(=O)NCC(=O)Nc1ccc(C(F)(F)F)cc1 | i
COC(=O)C1=NNC2(C)C(=O)N(c3ccc(C)c(C)c3)C(=O)C12 (stereo not given) | i
Cc1nc2sccn2c(=O)c1CCN1CCC(=C(c2ccc(F)cc2)c2ccc(F)cc2)CC1 | ?
CC(=O)c1ccc(NC(=O)O[C@@H]2CO[C@H]3[C@@H]2OC[C@@H]3NC(=O)c2ccc(C)cc2)cc1 | ?
O=C1NC(=O)/C(=C\c2ccc(OCc3ccc(I)cc3)cc2)N1 | i
O=C1C2CC=CCC2C(=O)N1c1cc(Cl)ccc1O (stereo not given) | i
Cn1c(=O)c2[nH]c(-c3ccc(S(=O)(=O)O)cc3)nc2n(C)c1=O | ?
CCCNC(=O)Cn1c(=O)n(Cc2ccc(C(=O)NCCC)cc2)c(=O)c2cc(OC)c(OC)cc21 | i
COc1ccc(Br)cc1CNC(=O)C1CCN(S(=O)(=O)N2CCCCC2)CC1 | i
N#Cc1ccccc1NC(=O)COC(=O)CSc1nc2ccccc2o1 | i
Cc1ccccc1Nc1ncnc2c1cnn2-c1ccc(Cl)cc1 | i
COc1ccc(NC(=O)c2ccco2)c([N+](=O)[O-])c1 | ?
Nc1ncncc1-c1noc([C@@H]2CCCN2Cc2ccc(CO)o2)n1 | i
COc1cc(C2Nc3ccc4ccccc4c3C3=C2C(=O)CC(C)(C)C3)ccc1OC(C)C(=O)O (stereo not given) | i
COc1cc([N+](=O)[O-])ccc1N=Cc1nc(-c2ccccc2)oc1O | ?
CCOC(=O)c1sc(=Nc2ccccc2)n(-c2ccccc2)c1C | i
CCc1ccc(C2CC(c3ccc(OC)cc3)n3nc(N)nc3N2)cc1 (stereo not given) | ?
CCn1c(C2CCNCC2)nn(CCCc2ccccc2)c1=O | i
CNC(=O)c1ccc(N(Cc2ccc(C)cc2)S(C)(=O)=O)cc1 | i
Oc1oc(-c2ccccc2)nc1C=Nc1ccc(Cl)cc1Cl | i
Cc1cccc(NC(=O)CCCC(=O)O)c1 | i
O=S(=O)(NCCc1cccc(Cl)c1)c1ccc(F)cc1 | i
CCSCCOC(=O)C1=C(C)NC2=C(C(=O)C(C(=O)OC)C(C)C2)C1c1cccc(O)c1 (stereo not given) | i
COCCN(CCOC)S(=O)(=O)c1ccc(C(=O)Nc2nnc(C3CC3)o2)cc1 | i
COc1ccc2nc(N3CCCC(C(=O)NCCCN4CCC(C)CC4)C3)sc2c1 (stereo not given) | i
CC(=O)Nc1ccnn1C1CCN(Cc2cccc(OC3CCCC3)c2)CC1 | i
COc1ccc(Oc2coc3cc(OCC(=O)O)ccc3c2=O)cc1 | i
Cc1ncc(-c2c(-c3ccccc3)ncn2Cc2noc(C3CC3)n2)s1 | i
Cc1ccoc1C(=O)N1C[C@H]2OC(=O)N(CCc3ccccn3)[C@H]2C1 | i
CCC1CCCCN1C(=O)Cn1c(=O)n(CC2CCC(C(=O)NC)CC2)c(=O)c2sccc21 (stereo not given) | i
O=C(NC[C@H]1O[C@@H](CC(=O)N2CCOCC2)[C@H](O)[C@@H]1O)Nc1ccc(F)cc1F | ?
O=C(NCc1ccccc1-n1cncn1)c1cn(CC2CCCO2)nn1 (stereo not given) | i
O=C(c1cc(C(F)(F)F)[nH]n1)N1CC(=O)N(C2CCCCC2)CC(OCc2cccnc2)C1 (stereo not given) | i
O=C(Nc1ccccc1)N1CCC(N2CCCC(C(=O)N3CCOCC3)C2)CC1 (stereo not given) | i
COc1cccc(CC2CN(C(=O)c3cc(C)n4nc(C)cc4n3)CCO2)c1 (stereo not given) | i
CC(C)Oc1cccc(C(=O)C2CCCN(C(=O)NC(C)(C)C)C2)c1 (stereo not given) | i
c1cncc(-c2nc(-c3ccncc3)no2)c1 | i
COc1ccc(OC)c(NS(=O)(=O)c2ccc(NS(=O)(=O)c3ccc(C)cc3)cc2)c1 | i
Cc1ccc(-c2nnc(-c3nc(NCc4ccccc4F)c4ccccc4n3)o2)cc1 | i
CC(C)(O)C#CCN1CCOCC1 | i
COc1cccc(/C=C2/C(=O)NN(c3ccc(C)c(C)c3)C2=O)c1 | i

The list goes on.
SMILES | ST2 inh
C=CCN(Cc1cccc(OC)c1)C(=O)c1cc(Cl)ccc1OC | i
O=C(CCCOc1ccc(Cl)cc1Cl)N1CCCC1 | i
Cc1ccc(OCC(O)CN2CCCC2)cc1 (stereo not given) | i
O=C(NCc1ccccn1)c1ccc2c(c1)ncn2C1CCCC1 | i
COCCC1CN(C/C(C)=C/c2ccco2)CCO1 (stereo not given) | ?
Cc1ccc(F)c(-c2ncccc2C(=O)N2CCCC2)c1 | i
CCCN(c1nc(C)cc(OC)n1)S(=O)(=O)c1ccc(C)cc1 | i
CCCCN(C)C(=O)c1nc2ccccn2c1CNCc1c(OC)ccc2ccccc12 | ?
C=CC(N)CCC(=O)O (stereo not given) | ?
O=C(c1ccc2c(Cl)c3c(nc2c1)CCCC3)N1CCN(c2ccccn2)CC1 | i
CC(=O)NC(=O)c1cc2cc(Br)ccc2oc1=Nc1ccc(C(F)(F)F)cc1 | i
O=C(Nc1nc2ccccc2s1)c1ccccc1F | i
CCOC(=O)C1=C(C)Nc2nc(SCc3ccccc3)nn2C1c1ccc(OC)cc1OC (stereo not given) | i
Cc1ccc(-c2csc(/C(C#N)=C/c3ccccc3[N+](=O)[O-])n2)cc1 | ?
Oc1c(Cl)c(Cl)c(O)c2nsnc12 | i
CCCOc1ccc(-c2nc3ccc(Br)cc3c(=O)o2)cc1 | i
COC(=O)c1ccc(NS(=O)(=O)c2ccc(Br)s2)cc1 | i
CN(C)c1ccc(NC(=O)Nc2ccc3nc(-c4ccccn4)c(-c4ccccn4)nc3c2)cc1 | i
COc1ccc(C(CC(=O)N2CCCN(C(C)=O)CC2)c2ccccc2)cc1 (stereo not given) | ?
O=C1Nc2ccccc2SC1CC(=O)N1CCc2ccccc2C1 (stereo not given) | ?
COc1ccccc1NC(=O)C1c2cc(OC)c(OC)cc2C(=O)N(C)C1c1cccs1 (stereo not given) | i
O=C(CSc1nc2ccccc2c(=O)[nH]1)Nc1ccc(Cl)cc1 | i
CCc1nc2sc3c(c2c2nnnn12)CCC3 | i
O=c1[nH]nc(CN2CCCCC2)n1Cc1ccccc1 | i
COc1ccc2c(=O)c(-c3ccccc3C)c(C(F)(F)F)oc2c1 | 75%*
O=C(c1cccc(Cn2cccn2)c1)N1CCOC(C(F)(F)F)C1 (stereo not given) | i
Nc1ccnc(N2CCC(N3CCCC3=O)CC2)n1 | ?
c1ccc(-c2nc[nH]c2-c2cccc3nsnc23)cc1 | i
CC(C)c1cc(CN2CCN(c3nc4ccccc4n3CCO)CC2)on1 | i
CCC(CO)N(Cc1ccc(F)cc1)Cc1c(C)nn(C)c1Cl (stereo not given) | ?
COc1cccc(CNc2ccc3c(c2)ncn3C2CCCCC2)c1OC | ?
CC1=C(C(=O)Nc2ccccc2)C(c2ccc(F)cc2)N2C(=O)CSC2=N1 (stereo not given) | i
CN1CCN(C(=O)c2ccc(N(Cc3ccc(Cl)cc3)S(C)(=O)=O)cc2)CC1 | i
CC(C)c1ccc(NC(=O)O[C@@H]2CO[C@H]3[C@@H]2OC[C@@H]3NC(=S)Nc2ccc(Cl)cc2)cc1 | i
C=CCN1CCCC1C(=O)N1CCn2nc(C(=O)Nc3ccccc3)cc2C1 (stereo not given) | ?
CC(NC(=O)c1c(F)cccc1F)C(c1cccs1)N1CCN(C)CC1 (stereo not given) | i
CCC1=C(c2ccc(OC)cc2)S(=O)(=O)N(CC(=O)NCc2ccc(C)cc2)C1=O | i
O=C(C1CC1)N1CCc2cc(S(=O)(=O)Nc3ccc(Cl)cc3F)ccc21 | i
CC(C)(O)C#Cc1cccc(C(=O)N2CCc3nc[nH]c3C2)c1 | i
COc1ccc(Nc2nc(-c3cccc([N+](=O)[O-])c3)cs2)cc1 | 38%*
COc1cccc(OC)c1C(=O)Nc1nc2ccc3sc(C)nc3c2s1 | ?
CCC(C)(O)c1nnn(-c2nonc2N)c1C(C)(O)CC (stereo not given) | i
Cc1cc(C)cc(C(=O)N(c2ccc(C)c(C)c2)C2C=CS(=O)(=O)C2)c1 (stereo not given) | i
COc1ccc2c(c1)CCCN2S(=O)(=O)c1ccc(Cl)cc1 | i
COc1cc(-c2ccc(NC(C)=O)c(OC)c2)ccc1NC(C)=O | i
CSc1cccc(NS(=O)(=O)c2ccccc2[N+](=O)[O-])c1 | ?
N#Cc1cccc(NC(=O)N[C@H]2CO[C@H]3[C@@H]2OC[C@@H]3Nc2nccc(C3CCCC3)n2)c1 | i
CCC(C)Sc1nc2c(c(=O)[nH]c(=O)n2C)n1Cc1ccc(Cl)cc1 (stereo not given) | ?
CCN1CCC(Cc2nn3c(C4CCCC4)nnc3s2)CC1 | i
COc1ccc(/C=C/C(=O)N2CCc3c(cnc(C)c3CNC(=O)CN3CCCCC3)C2)cc1 | ?
FC(F)(F)c1cc(-c2ccco2)nc(NCc2ccc(Cl)cc2)n1 | i
Cc1[nH]c2ccccc2c1SCCNC(=O)c1cc2ccccc2oc1=O | ?
COc1ccc(C(=O)N(C)Cc2ccccc2)cc1Br | ?
O=C(c1cc2n(n1)C(C(F)(F)F)CC(c1ccc(Cl)cc1)N2)N1CCCCC1 (stereo not given) | i
NCCCNc1ccc(Cl)cc1[N+](=O)[O-] | i
COc1ccc(-n2nc3c(c2NC(=O)c2cc(Cl)ccc2OC)CSC3)cc1 | i
CN1CCN(c2cc(N3CCN(S(=O)(=O)c4ccc(Cl)cc4)CC3)ccc2[N+](=O)[O-])CC1 | ?
CC(=O)Nc1ccc(Nc2nc(-c3nnc(-c4ccc(C)cc4)o3)nc3ccccc23)cc1 | i
CN(Cc1cc2c(cc1Cl)OCO2)CC1CCCCO1 (stereo not given) | i
C=CCNC(=O)c1cc2c(=O)n3ccccc3nc2n(C(C)C)c1=N | ?

In a second layout: results already given.
SMILES,ST2 inh
c1cncc(-c2nc(-c3ccncc3)no2)c1,i
COc1ccc(OC)c(NS(=O)(=O)c2ccc(NS(=O)(=O)c3ccc(C)cc3)cc2)c1,i
Cc1ccc(-c2nnc(-c3nc(NCc4ccccc4F)c4ccccc4n3)o2)cc1,i
CC(C)(O)C#CCN1CCOCC1,i
COc1cccc(/C=C2/C(=O)NN(c3ccc(C)c(C)c3)C2=O)c1,i
C=CCN(Cc1cccc(OC)c1)C(=O)c1cc(Cl)ccc1OC,i
O=C(CCCOc1ccc(Cl)cc1Cl)N1CCCC1,i
Cc1ccc(OCC(O)CN2CCCC2)cc1 (stereo not given),i
O=C(NCc1ccccn1)c1ccc2c(c1)ncn2C1CCCC1,i
COCCC1CN(C/C(C)=C/c2ccco2)CCO1 (stereo not given),?
Cc1ccc(F)c(-c2ncccc2C(=O)N2CCCC2)c1,i
CCCN(c1nc(C)cc(OC)n1)S(=O)(=O)c1ccc(C)cc1,i
CCCCN(C)C(=O)c1nc2ccccn2c1CNCc1c(OC)ccc2ccccc12,?
C=CC(N)CCC(=O)O (stereo not given),?
O=C(c1ccc2c(Cl)c3c(nc2c1)CCCC3)N1CCN(c2ccccn2)CC1,i
CC(=O)NC(=O)c1cc2cc(Br)ccc2oc1=Nc1ccc(C(F)(F)F)cc1,i
O=C(Nc1nc2ccccc2s1)c1ccccc1F,i

(next part)
SMILES | ST2 inh
Cc1ccc(CN2C(=O)CSc3ccccc32)cc1 | i
COC[C@H](N)C(=O)Nc1cccc(NC(=O)Cc2ccccc2)c1 | i
CN(C)c1nc2ncnc(SCC(=O)Nc3ccccc3)c2s1 | i
CN(C)CCNC(=O)c1cc2c(=O)n3ccccc3nc2n1C | i
Cc1ccc(NC(=O)CN2N=NC3C(=O)N(c4ccc(F)cc4)C(=O)C32)cc1C (stereo not given) | i
COc1ccccc1OCc1cc(C(=O)N2CCC2c2ccccc2)n[nH]1 (stereo not given) | i
COc1ccc(/C=c2\sc3nc(-c4ccccc4)nn3c2=O)cc1 | ?
CN1C[C@@H](NC(=O)COc2ccccc2)C[C@H]1c1nc(-c2cccnc2)no1 | 65%*
CCOc1ccc(C2CC(c3ccccc3OC)n3ncnc3N2)cc1 (stereo not given) | i
Cc1c(C(=O)N2Cc3cnc(CC(C)C)nc3C2)cnn1-c1ccccn1 | i
